TNAP act hi DEA: activators of human TNAP at high phosphate acceptor concentration; P05186; purified TNAP, CDP-star luminescence, 1 M DEA, 30 min; hits give high values; 0 = EDTA background, 1 = DMSO-only activity; activation factor at 20 µM; 200,000 tested, under 10 active; AID 1136;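 active = activation factor at least 2 at 20 µM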
Target sequence (P05186 whole entry, looked up): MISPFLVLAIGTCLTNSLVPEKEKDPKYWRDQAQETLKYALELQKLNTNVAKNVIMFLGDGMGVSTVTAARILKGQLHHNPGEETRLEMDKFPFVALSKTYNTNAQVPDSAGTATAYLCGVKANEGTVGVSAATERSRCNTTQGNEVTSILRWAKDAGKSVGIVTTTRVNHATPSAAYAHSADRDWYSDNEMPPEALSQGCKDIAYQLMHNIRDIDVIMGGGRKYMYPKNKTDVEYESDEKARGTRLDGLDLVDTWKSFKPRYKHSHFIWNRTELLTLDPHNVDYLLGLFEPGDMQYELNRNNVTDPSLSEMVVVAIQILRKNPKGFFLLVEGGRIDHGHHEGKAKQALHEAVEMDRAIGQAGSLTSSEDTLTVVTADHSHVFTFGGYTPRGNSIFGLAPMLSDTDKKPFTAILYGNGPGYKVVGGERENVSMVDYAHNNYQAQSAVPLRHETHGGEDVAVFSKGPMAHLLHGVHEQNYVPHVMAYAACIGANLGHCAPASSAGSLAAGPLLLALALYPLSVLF
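Dosing: 20 µM single point. System: human TNAP. Amount: TNAP 1/800 final. Incubation: 30 min, room temperature. Read-out: TNAP activation factor scaled between EDTA and DMSO control wells. Signal: luminescence from CDP-star hydrolysis. Medium: 1 M DEA, pH 9.8, Mg2+, Zn2+. Control set: EDTA negative control, DMSO positive control.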
TNAP inh noacc: TNAP (human) inhibition, acceptor-free conditions; P05186; purified TNAP, CDP-star luminescence, 30 min; inhibition, % at 20 µM; 200,000 tested, 0.26% active; AID 1012;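 active = tissue-nonspecific alkaline phosphatase inhibition above about 50% at 20 µM in the single-dose screen, limit read from the data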;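 also: 0% = DMSO negative control and 100% = EDTA positive control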
FLuc inh counter: inhibits firefly luciferase, flagging false hits in luciferase inhibition screens; 200,000 tested, 1.5% active; ATPLite firefly luciferase biochemical luminescence, 10 min; inhibition, % at 10 µM;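 active = inhibition above about 50% when tested at 10 µM, limit read from the data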
Lmaj promast: Leishmania major promastigote growth inhibition; Leishmania major promastigotes, resazurin fluorescence viability; inhibition, % at 10 µM; 200,000 tested, 9% active; AID 1063; in the data active = inhibition above about 50%;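 also: promastigotes grown with compound for 44 hours at 28 °C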
bIAP act: intestinal alkaline phosphatase (bovine) activation; activation factor at 20 µM; purified bovine IAP, CDP-star luminescence, 30 min; hits give high values; fold of DMSO-control signal, blank-subtracted; 200,000 tested, 0.17% active;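 active = activation factor of 2 or more at 20 µM, a signal rise over negative controls twice the positive control's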
FLuc stim CS: firefly luciferase counter-screen for stimulation assays. P08659. ATPlite luciferase biochemical, luminescence, 10 min; 0 = ATP-free wells, 1 = DMSO control. activation factor at 10 µM. 200,000 tested, under 10 active. AID 1027;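 active = luciferase activation factor, scaled between plate controls, of at least 2 with compound at 10 µM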
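assay system = Luciferase/luciferin detection reagent, cell-free biochemical luciferase assay | also added = ATP substrate | times = 10 min post-reagent at room temperature | measured by = luminescence from luciferase reaction | measure = luciferase activation, seen as luminescence increase over controls | benchmarks = low control with PBS replacing ATP, high control enzyme plus ATP without compound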
bIAP inh: intestinal alkaline phosphatase (bovine) inhibition; purified bovine IAP, CDP-star luminescence, 30 min; inhibition, % at 20 µM; 190,000 tested, under 10 active; AID 1019;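 active = over 50% inhibition of intestinal alkaline phosphatase at 20 µM in the single-dose screen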
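System: purified bovine intestinal alkaline phosphatase (IAP) enzyme; Input: IAP diluted 1/65,000,000 in the well; Measured by: CDP-star luminescence signal; Compound dosing: 20 µM single dose; Incubation: 30 min reaction at room temperature.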
APP 5UTR inh: APP translation inhibition; SH-SY5Y APP 5'UTR-luciferase reporter, luminescence; inhibition, % at 2 µM; 190,000 tested, 0.82% active;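 active = inhibition above a set limit, derived from the sample mean plus 3 SD, cut at about 45% in these data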; also: values of inactives mirror those of a sister screen read the other way
TNAP inh hiacc: inhibitors of human TNAP at high phosphate acceptor concentration; inhibition, % at 20 µM; 200,000 tested, 0.03% active; purified TNAP, CDP-star luminescence, 1 M DEA; AID 1135; P05186;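 active = over 50% inhibition of tissue-nonspecific alkaline phosphatase at 20 µM in the single-dose screen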;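 also: plate controls were DMSO wells for no effect and EDTA-quenched wells as full inhibition for full effect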
RAM inhibit: blocks the yeast RAM network | S. cerevisiae dse1pr::URA3 reporter, 5-FOA growth OD615, 2 d; analog-sensitive cbk1-as2 kinase mutant strain | 190,000 tested, 1.8% active | inhibition, % at 50 µM;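 active = inhibition above a set limit, 3 SD over mean compound inhibition, cut at about 8.4% in these data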;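 also: 0% = DMSO-only wells with no growth and 100% = 10 µM 1-NA-PP1 full growth; inhibition rescues growth on 5-FOA so higher OD means more RAM inhibition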
* marks the source's active call; other numbers are inactive results.

Below each compound: TNAP act hi DEA, TNAP inh noacc, FLuc inh counter, Lmaj promast, bIAP act, FLuc stim CS, bIAP inh, APP 5UTR inh, TNAP inh hiacc, RAM inhibit
- CCOC(=O)c1cccc(S(=O)(=O)N(CCO)Cc2cc3cc(OC)c(OC)cc3[nH]c2=O)c1
→ 1.1, -14, -2, -4, 1, 1, 2, -7, -6, 2.0
- CCOc1ccc(Br)cc1S(=O)(=O)Nc1cccc(S(=O)(=O)N(C)C)c1
→ 1, -7, -1, 22, 0.6, 1, 37, -10, -2, 4.8
- Cc1cccc(C)c1OCC(=O)N1CC2(C)CC1CC(C)(C)C2 (stereo not given)
→ 1, 2, -8, 11, 1, 1.1, -3, 11, -2, 0.3
- CCC(C)Nc1c([N+](=O)[O-])cc(C)cc1[N+](=O)[O-] (stereo not given)
→ 0.9, 8, -4, -3, 0.8, 1, 15, -9, 10, 1.9
- CN(CC(=O)Nc1ccccc1C(F)(F)F)C(=O)COc1cccnc1[N+](=O)[O-]
→ 1.1, -14, -5, -6, 0.9, 1.1, 6, -16, -6, 1.6
- Cc1cc(C)c2nc(NC(=O)C3CCCO3)sc2c1 (stereo not given)
→ 1, -12, 9, 13, 0.9, 0.9, 8, -159, -5, -0.2
- N#CCCN(C(=O)COC(=O)c1cccc(S(=O)(=O)Nc2ccc([N+](=O)[O-])cc2)c1)c1ccccc1
→ 1, -1, -9, -13, 0.9, 1.1, 13, 12, 4, 5.7
- CCOC(=O)c1c(NC(=O)CN2CCCCC2)sc2c1CCC(C=O)=C2Cl
→ 1, -6, -7, 49, 0.9, 1.1, 8, -20, -3, -0.2
- COc1ccc(-n2ncc3c(Nc4cccc(C)c4)ncnc32)cc1
→ 1, -6, -2, -10, 0.9, 1, 10, -98, -1, 1.9
- CCn1c(CC(=O)Nc2ccc(C)c(Cl)c2)nnc1SCC(=O)Nc1nc(C)cs1
→ 1, -3, -2, -2, 0.9, 1, 9, -9, 2, 4.2
- O=C(CCc1n[nH]c(=O)[nH]c1=O)N1CCOCC1
→ 1, -9, -6, -5, 0.9, 1.1, 6, 11, -2, 2.1
- CCOc1cc(S(=O)(=O)NCc2ccc3c(c2)OCO3)ccc1F
→ 1, -13, -4, 4, 1, 1, 4, -11, -4, 1.6
- COc1cc(CNCCO)cc(Cl)c1OCc1ccc(Cl)cc1Cl
→ 1, -2, -2, 100*, 1.1, 1, -11, -17, -2, -0.3
- Cc1noc(NS(=O)(=O)c2ccc(NC(=O)c3cnc4scc(C)n4c3=O)cc2)c1C
→ 1.1, -13, -10, -3, 0.9, 1.1, 10, -17, -5, 4.0
- CC1SC(=Nc2ccccc2)N(S(=O)(=O)c2ccccc2)C1=O (stereo not given)
→ 1, -9, -6, -7, 1, 1.1, -4, -16, -3, 2.2
- COc1cc(COCC(O)CN2CCN(Cc3ccc4c(c3)OCO4)CC2)cc(OC)c1OC (stereo not given)
→ 1.1, -8, -5, 2, 1, 1.1, -1, -6, -8, 0.2
- CCn1cc(/C=C(\NC(=O)c2ccc(OC)c(OC)c2)C(=O)NCCCO)c2ccccc21
→ 1, -17, -8, 2, 1.1, 1.1, -10, 10, -3, 0.1
- C/C=C/c1cc(CN2CCN(c3ccccc3)CC2)c(O)c(OC)c1
→ 1, -10, 0, 12, 1, 1, 2, -17, 2, 5.7
- CN(C(=O)COC(=O)c1ccccc1Nc1ccccc1)C1CCS(=O)(=O)C1 (stereo not given)
→ 1.1, -5, -8, 0, 1, 1.1, -2, -4, -6, -0.1
- Cc1ccc(N(C=NC#N)CC(=O)N2CCN(c3ccccc3)CC2)cc1
→ 1, -8, -3, -7, 1, 1, -3, -10, 0, 2.5
- Cc1c(C#N)c2ccccc2n1CC(=O)NC(C)c1ccccc1 (stereo not given)
→ 1, -10, -3, 5, 0.9, 1, 13, -9, -1, 2.7
- COc1ccc(C2C(C(C)=O)=C(C)Nc3ncnn32)cc1OC (stereo not given)
→ 1, -10, -6, -7, 0.9, 1.1, 7, 5, -3, 4.9
- O=C(CC1CCCCC1)Nc1nc2ccccc2s1
→ 1, -2, 7, -5, 0.9, 0.9, 11, -133, -1, 3.9
- NC(=O)C1CCN(C(=S)c2ccc(-c3ccc(Br)cc3)o2)CC1
→ 1, -5, 5, -6, 1, 1, 2, -28, -3, 2.4
- NS(=O)(=O)c1cccc(NC(=O)COC(=O)/C(=C/c2cccs2)c2cccs2)c1
→ 1, -14, 0, 48, 1, 1, -4, 8, 3, 5.3
- Cc1cc(C)c(S(=O)(=O)Nc2cc(SCC(=O)O)c(O)c3ccccc23)cc1C
→ 1, 24, -2, 99*, 1.3, 1, -27, 6, 3, 4.2
- CC(C)C(=O)NCCc1nc2ccccc2n1CCOc1ccccc1
→ 1, -8, -2, -4, 1, 1, -2, -2, -1, -2.2
- CCN=C1SC(CC(=O)NCC)C(=O)N1CC (stereo not given)
→ 1, -5, -1, -2, 0.9, 1, 6, 0, -2, 2.3
- Cc1cccc(OCCCCCn2ccnc2)c1C
→ 1, -16, -1, 99*, 3*, 1, -202, 2, -1, 2.6
- O=C(NCc1ccco1)c1cccnc1-c1nc2ccccc2s1
→ 1.1, -4, -10, -3, 1, 1.1, -2, -4, -6, 3.5

Limited to TNAP act hi DEA and bIAP act, for two of the compounds above:
| canonical_smiles | TNAP act hi DEA | bIAP act |
| --- | --- | --- |
| Cc1c(C#N)c2ccccc2n1CC(=O)NC(C)c1ccccc1 (stereo not given) | 1 | 0.9 |
| COc1ccc(C2C(C(C)=O)=C(C)Nc3ncnn32)cc1OC (stereo not given) | 1 | 0.9 |

Other results follow:
Below each compound: TNAP act hi DEA, TNAP inh noacc, FLuc inh counter, Lmaj promast, bIAP act, FLuc stim CS, bIAP inh, APP 5UTR inh, TNAP inh hiacc, RAM inhibit
- CCOC(=O)N1CCC(NCCNC(=O)c2cccs2)CC1
→ 1, -4, -6, 88*, 1, 1.1, 2, -9, -3, 4.1
- Fc1cccc(Cc2noc(CN3CCN(C4CCc5ccccc5C4)CC3)n2)c1 (stereo not given)
→ 1, -6, -8, 89*, 1, 1.1, 4, -8, -4, 0.4
- COc1cc(O)cc(O)c1C(=O)/C=C/c1ccccc1
→ 1, 3, 1, 39, 1, 1, 0, -23, 3, 4.6
- O=C(CSc1nnc(COc2ccccc2F)n1-c1ccccc1)NC1CCS(=O)(=O)C1 (stereo not given)
→ 1, -9, 1, 70*, 1, 1, -1, 8, -4, 0.3
- Cc1ccccc1NC(=S)N(Cc1cccs1)C1CCCCC1
→ 1, -3, -5, 38, 1, 1.1, 3, -18, -1, 2.0
- Cc1oc(-c2ccc(Cl)cc2)nc1CN1CCC(C(=O)N2CCc3ccccc3C2)CC1
→ 1.1, -19, -3, 32, 1.1, 1, -12, 8, -9, 2.1
- O=C(CCn1c(=O)[nH]c2ccsc2c1=O)N1CCN(Cc2ccc3c(c2)OCO3)CC1
→ 1, -10, -6, -4, 0.9, 1.1, 6, -2, 0, 2.4
- COc1ccc(-c2nnc(SCC(=O)c3cccs3)o2)c(OC)c1
→ 1.1, -9, 11, -2, 1, 0.9, 4, -142, -6, 1.2
- COc1ccc(NC(=O)c2ccc(CNc3c(NC4CCCCC4)c(=O)c3=O)cc2)cc1OC
→ 1.1, -34, -1, -5, 1.2, 1, -18, -12, -11, 5.4
- C=CCNC(=O)C(=O)NCC1CCCN1CC (stereo not given)
→ 1.1, -12, -4, -7, 0.9, 1, 10, -1, -8, 1.7
- O=C(OCC(=O)c1c[nH]c2ccccc12)C1=COCCO1
→ 1, -13, 5, -9, 1.1, 0.9, -5, -37, -4, 1.1
- Cc1cccc(N2CCN(C(=O)Cn3sc4nc(C)cc(C)c4c3=O)CC2C)c1 (stereo not given)
→ 1, -10, 8, -14, 0.9, 0.9, 6, 4, -5, 2.8
- CNC(=S)N(CCc1c(C)[nH]c2ccc(OC)cc12)Cc1cc(OC)c(OC)c(OC)c1
→ 1, -5, -7, 9, 1, 1.1, -2, 6, -1, -0.4
- Cn1ccnc1SCC(=O)c1ccc(Br)cc1
→ 1, -17, 1, -3, 0.9, 1, 5, -32, -2, -0.3
- CCOc1ccc(N2C(=O)c3ccc(C(=O)OCC(=O)N(CC)C4CCS(=O)(=O)C4)cc3C2=O)cc1 (stereo not given)
→ 1.1, -14, -6, -6, 1.1, 1.1, -6, 15, -5, 0.9
- COc1ccccc1OCC(=O)NCc1ccco1
→ 1.1, 5, -10, -5, 1.1, 1.1, -6, 13, -5, 0.0
- CCOCCCNC(=O)/C(C#N)=C/c1ccc(-c2ccc(S(=O)(=O)N3CCOCC3)cc2)o1
→ 1, -16, -3, 18, 1.4, 1, -37, -4, 2, 12*
- CCn1c(CNC(=O)c2cccc(C)c2)nnc1SCC(=O)Nc1cccc(OC)c1
→ 1.1, -6, -9, 1, 1, 1.1, -2, 2, -8, -1.0
- Cc1sc2ncn(CC(=O)OC(C)C)c(=O)c2c1C
→ 1.1, -21, -3, -4, 0.9, 1, 7, -4, -11, -0.4
- CCOc1ccc(/C=N/NC(=O)CC(=O)Nc2ccc(Cl)c(Cl)c2)cc1
→ 1, -20, -4, 0, 1, 1, 0, -3, 2, 0.3
- Cc1cccc(N2CCN(S(=O)(=O)c3ccc4c(c3)n(C)c(=O)c(=O)n4C)CC2C)c1 (stereo not given)
→ 1, -8, -8, -1, 1.1, 1.1, -11, -2, -4, 4.7
- CCc1nc2ccc(C(=O)O)cc2nc1CC
→ 1, 16, 0, 50*, 0.9, 1, 9, -53, 1, -0.3
- N#C/C(=C\c1ccc(-c2cccc([N+](=O)[O-])c2)o1)C(=O)N1CCOCC1
→ 1, -1, -6, 6, 1, 1.1, -4, -15, -2, 5.7
- CCCCCC(O)CCc1n[nH]c(=S)n1-c1ccccc1 (stereo not given)
→ 1.1, 4, -2, -5, 1, 1, 3, -2, -7, 0.4

Another view of some results above:
smiles | TNAP act hi DEA | TNAP inh noacc | FLuc inh counter | Lmaj promast | bIAP act | FLuc stim CS | bIAP inh | APP 5UTR inh | TNAP inh hiacc | RAM inhibit
CCCCCC(O)CCc1n[nH]c(=S)n1-c1ccccc1 (stereo not given) | 1.1 | 4 | -2 | -5 | 1 | 1 | 3 | -2 | -7 | 0.4
COc1ccccc1OCC(=O)NCc1ccco1 | 1.1 | 5 | -10 | -5 | 1.1 | 1.1 | -6 | 13 | -5 | 0.0

Screening results as filed in PubChem.
